# Source: PubChem BioAssay (several laboratories)
# GPR7 antag – antagonists of human GPR7 (neuropeptides B/W receptor 1) | P48145 | 290,000 tested, 1.1% active | inhibition, % at 4.4 µM | GPR7-expressing cells, fluorescence antagonist assay; in the data active = inhibition above about 16%, passing the limit was not always enough;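 note: cells stimulated with the agonist NPW; 0% = agonist with vehicle and 100% = vehicle without agonist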
# V1aR counter – V1a receptor agonism, counter-screen for OXTR agonists; P37288; CHO-V1R cells, Fluo-8 calcium fluorescence, agonist mode; 0% DMSO, 100% 3 nM vasopressin; activation, % at 3 µM; 320,000 tested, 0.25% active; AID 2797;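 active = activation above the mean activation of all tested compounds plus 3 SD, per screening run, cut at about 20% in these data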;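 note: signal is peak over basal fluorescence ratio across a 100 second FLIPR read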
# Target sequence (P37288 whole entry, looked up): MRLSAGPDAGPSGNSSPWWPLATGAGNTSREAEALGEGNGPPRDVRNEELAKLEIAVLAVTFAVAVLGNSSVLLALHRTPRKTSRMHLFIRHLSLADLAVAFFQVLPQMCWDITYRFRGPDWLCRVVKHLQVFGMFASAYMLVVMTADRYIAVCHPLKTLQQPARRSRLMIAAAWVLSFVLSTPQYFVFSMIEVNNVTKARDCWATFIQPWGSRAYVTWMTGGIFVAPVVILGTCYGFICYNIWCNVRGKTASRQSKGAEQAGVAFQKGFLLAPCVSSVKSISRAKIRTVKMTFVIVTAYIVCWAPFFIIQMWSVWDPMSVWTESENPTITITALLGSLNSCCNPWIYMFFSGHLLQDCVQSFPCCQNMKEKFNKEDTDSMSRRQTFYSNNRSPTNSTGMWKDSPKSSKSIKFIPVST
# OXTR ag – human OXTR agonism. P30559. CHO-OTR cells, Fluo-8 calcium fluorescence; normalized: DMSO 0%, oxytocin 100%. activation, % at 3 µM. 320,000 tested, 0.32% active. AID 2435;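 active = activation above the mean of all tested compounds plus 3 SD, cutoff set per screening run, cut at about 20% in these data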;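 note: peak over basal fluorescence ratio from a 100 s FLIPR kinetic read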
# DNA FID counter – counter-screen for HCV NS3 helicase inhibitors: DNA intercalator displacement; inhibition, % at 7.9 µM; 290,000 tested, 0.17% active; DNA fluorescent intercalator displacement, fluorescence; in the data active = inhibition above about 37%;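 note: 0% = vehicle and 100% = reference compound; higher means more ethidium bromide displaced from hairpin DNA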
# GalR3 antag – blocks the human galanin receptor 3; inhibition, % at 3 µM; 360,000 tested, 0.44% active; AID 651719; HEK293 GalR3-CNG cAMP membrane potential fluorescence; galR3 body fused to GalR1 C-terminus;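 active = inhibition above the screen-wide average plus 3 SD, cut at about 13% in these data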;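 note: forskolin and galanin both at EC90 stimulate the cells; cAMP rise reported by CNG channel membrane potential dye signal; 0% = forskolin plus galanin with DMSO and 100% = forskolin alone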
# Target sequence (O60755 1-299 limits assumed): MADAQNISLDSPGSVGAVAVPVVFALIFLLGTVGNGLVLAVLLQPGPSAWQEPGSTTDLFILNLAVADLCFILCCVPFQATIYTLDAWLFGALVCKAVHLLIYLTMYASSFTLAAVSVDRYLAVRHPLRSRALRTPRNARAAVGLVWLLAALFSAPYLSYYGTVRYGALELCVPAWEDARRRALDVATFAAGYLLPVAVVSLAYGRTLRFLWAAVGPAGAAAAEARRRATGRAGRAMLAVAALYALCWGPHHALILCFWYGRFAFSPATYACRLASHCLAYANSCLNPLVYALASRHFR
# HCV NS3 hel inh – blocks Hepatitis C virus NS3 helicase unwinding; NS3 helicase DNA unwinding, Cy5 molecular beacon fluorescence; inhibition, % at 10.9 µM; 290,000 tested, 0.56% active;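 active = inhibition above the mean of all tested compounds plus 3 SD, set per campaign, cut at about 35% in these data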;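 note: 0% = DMSO wells and 100% = thioflavine S control wells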
#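 Test system: hepatitis C virus NS3 helicase domain fragment enzyme. Also added: annealed dual-labelled DNA beacon duplex, ATP-started. Timing: 60 min unwinding reaction at 25 °C after ATP addition. Technique: Cy5 fluorescence. Measure: % inhibition of unwinding.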
# VIM-2 inh – blocks Pseudomonas aeruginosa VIM-2 metallo-beta-lactamase | 290,000 tested, 0.89% active | inhibition, % at 5.6 µM | purified VIM-2, nitrocefin hydrolysis, epi-absorbance fluorescence;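 active = inhibition above the mean of all tested compounds plus 3 SD, cutoff set per screening run, cut at about 7.5% in these data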;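 note: red hydrolysis product quenches plate fluorescence so inhibitors raise well fluorescence; 0% = enzyme with DMSO and 100% = DMSO without enzyme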
# PHOSPHO1 block – inhibitors of human PHOSPHO1 phosphatase | inhibition, % at 13.3 µM | recombinant PHOSPHO1, absorbance phosphatase assay | Q8TCT1 | 290,000 tested, 1.1% active; in the data active = inhibition above about 60%
# Target sequence (Q8TCT1 whole entry, looked up): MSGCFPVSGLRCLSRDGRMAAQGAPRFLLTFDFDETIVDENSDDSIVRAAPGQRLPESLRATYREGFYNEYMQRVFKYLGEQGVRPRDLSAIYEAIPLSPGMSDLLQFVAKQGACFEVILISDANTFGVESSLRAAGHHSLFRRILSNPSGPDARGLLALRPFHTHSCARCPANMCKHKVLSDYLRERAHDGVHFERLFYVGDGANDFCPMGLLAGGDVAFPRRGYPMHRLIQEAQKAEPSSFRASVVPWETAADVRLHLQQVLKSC
# IMP-1 inh – blocks Pseudomonas aeruginosa IMP-1 metallo-beta-lactamase | inhibition, % at 5.6 µM | purified IMP-1, nitrocefin hydrolysis, epi-absorbance fluorescence | 290,000 tested, 0.45% active;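 active = inhibition above the mean plus 3 SD of all compounds in the same screening run, cut at about 4.5% in these data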;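 note: 0% = IMP-1 with DMSO and 100% = DMSO wells lacking enzyme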
#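 System: Purified recombinant IMP-1 metallo-beta-lactamase enzyme | Measured by: Fluorescence quenching readout, ex 480/em 530 nm | Replication: Singlicate | Incubation: 15 min preincubation plus 25 min reaction at 25 °C | Evaluation: Percent inhibition from optical density relative to buffer-blank wells | Benchmarks: DMSO with and without IMP-1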
# An asterisk follows results filed as active; . = not tested or not shown.
No.	smiles	GPR7 antag	V1aR counter	OXTR ag	DNA FID counter	GalR3 antag	HCV NS3 hel inh	VIM-2 inh	PHOSPHO1 block	IMP-1 inh
1	COc1ccc(/C=C2/NC(=O)N(CC(=O)Nc3cccc(C)c3)C2=O)cc1O	-15.3	-0.1	0.7	-3.1	-1.0	-3.5	-2.1	43.9	-3.4
2	O=C(COc1ccc([N+](=O)[O-])cc1)Nc1ccc(N2CCCC2)cc1	-6.8	-0.1	0.3	-0.2	-4.3	3.1	-0.5	-6.2	-1.6
3	O=C1N/C(=C/c2cccn2-c2ccccc2)C(=O)N1Cc1ccccc1F	-1.0	-0.9	-1.1	-1.7	-9.4	3.5	-2.0	3.2	0.4
4	COc1ccc(S(=O)(=O)Nc2ccc3c(c2)OCO3)cc1Cl	10.8	3.4	1.0	-5.4	-4.0	-6.2	-2.6	10.5	-1.7
5	O/N=C1\CC(O)Cc2nonc21 (stereo unspecified)	-7.6	0.6	-0.2	2.6	4.6	-4.0	-2.0	19.2	-0.7
6	O=C(c1ccccc1)N1CCN(C(=O)c2cc3ccccc3oc2=O)CC1	-10.8	0.5	0.6	-9.7	-5.0	0.4	-1.5	37.0	-1.9
7	CN(Cc1ccccc1)S(=O)(=O)c1ccc(C(=O)Nc2nnc(C3CC3)o2)cc1	-10.5	-0.3	-0.7	-17.5	.	6.9	-3.0	55.3	-3.7
8	CSc1ccc(N/N=C(/C#N)S(=O)(=O)C(C)(C)C)cc1	-6.1	9.7	6.9	-2.8	-1.7	8.6	-0.6	-13.4	-3.2
9	Cc1ccc(-c2nc3cccnc3s2)cc1NC(=O)c1ccco1	-17.1	0.9	-0.8	1.5	1.3	0.9	-3.2	.	-4.5
10	Cc1[nH][nH]c(=O)c1N=Nc1ccc(F)cc1	3.6	0.8	-1.0	-4.4	-10.8	8.8	-3.3	28.6	-5.2
11	Cc1ccccc1OCCn1cc(C(=S)N2CCCC2)c2ccccc21	2.1	-0.2	0.5	-9.8	-3.8	-4.8	-2.7	.	-1.9
12	CCOc1ccc(CN(C)CC(=O)c2c(N)n(Cc3ccccc3)c(=O)n(CC)c2=O)cc1OC	-0.2	1.6	2.5	11.9	1.4	-19.9	-0.4	6.9	-3.6
13	O=C(O)CC(CC(=O)Nc1ccc(Oc2ccccc2)cc1)c1ccccc1 (stereo unspecified)	-7.5	-1.1	0.2	-38.1	10.6	12.0	-2.5	-14.7	-2.0
14	O=C(COC(=O)CCC(=O)c1cccs1)Nc1cc(S(=O)(=O)N2CCOCC2)ccc1Cl	3.3	-0.3	0.8	-17.5	-7.8	-1.5	-2.9	2.6	-0.1
15	COC(=O)/C=C/c1cnc[nH]1	-9.7	0.6	1.0	2.0	-3.5	21.8	-0.7	9.6	-3.9
16	Nc1nnc(SCC(=O)c2ccc([N+](=O)[O-])cc2)s1	-4.2	1.1	-0.2	4.7	-1.9	-1.9	1.5	-5.9	-3.2
17	Cc1c2c(n3c(nc4ccccc43)c1C#N)N(CCCN(C)C)CC2	-4.0	-0.9	0.1	14.8	1.1	-1.9	31.7*	28.1	-1.6
18	Cc1ccc(S(=O)(=O)CCC(=O)OCc2ccccc2)cc1	-8.6	-1.0	-1.2	-13.9	1.8	9.1	-0.9	33.5	-0.3
19	CCn1c(=O)[nH]c(=O)c2c(N)c(C(=O)c3ccccc3OC)sc21	-13.6	-0.2	0.1	-8.9	14.7*	7.5	1.6	3.0	0.5
20	CCOC(=O)C1(CC/C(C)=N\NC(N)=O)CC(C)(C)OC1=O (stereo unspecified)	-8.5	-0.4	-0.9	-1.6	-0.5	9.9	-4.4	0.6	-3.9
21	NC(=O)c1ccc(N2CCCCCC2)c([N+](=O)[O-])c1	-17.2	0.3	-0.1	0.0	-0.8	3.8	-1.7	57.0	-2.3
22	COc1cc(C(=S)N2CCCC2)ccc1OC(=O)c1ccc(Cl)cc1[N+](=O)[O-]	-2.4	1.2	0.0	-3.7	-0.6	7.3	-1.8	-11.4	-1.6
23	O=C1Nc2ccc([N+](=O)[O-])cc2OC1CCN1CCOCC1 (stereo unspecified)	-17.7	-0.2	0.8	-0.6	0.5	2.1	-2.1	32.5	-2.9
24	CCC1Oc2ccc(C)cc2N(CC(=O)NCCCN2CCCCC2C)C1=O (stereo unspecified)	-1.4	0.3	-0.5	15.0	-5.6	9.7	-5.0	11.9	-0.2
25	Cc1cccc(NC(=S)NNC(=O)c2csc3c2CCC(C)C3)c1 (stereo unspecified)	-13.1	-1.4	-1.4	-13.5	-8.9	12.9	-5.0	30.7	-2.4

# Eight neighbouring entries from above, quoted:
No.	smiles	GPR7 antag	V1aR counter	OXTR ag	DNA FID counter	GalR3 antag	HCV NS3 hel inh	VIM-2 inh	PHOSPHO1 block	IMP-1 inh
6	O=C(c1ccccc1)N1CCN(C(=O)c2cc3ccccc3oc2=O)CC1	-10.8	0.5	0.6	-9.7	-5.0	0.4	-1.5	37.0	-1.9
7	CN(Cc1ccccc1)S(=O)(=O)c1ccc(C(=O)Nc2nnc(C3CC3)o2)cc1	-10.5	-0.3	-0.7	-17.5	.	6.9	-3.0	55.3	-3.7
8	CSc1ccc(N/N=C(/C#N)S(=O)(=O)C(C)(C)C)cc1	-6.1	9.7	6.9	-2.8	-1.7	8.6	-0.6	-13.4	-3.2
9	Cc1ccc(-c2nc3cccnc3s2)cc1NC(=O)c1ccco1	-17.1	0.9	-0.8	1.5	1.3	0.9	-3.2	.	-4.5
10	Cc1[nH][nH]c(=O)c1N=Nc1ccc(F)cc1	3.6	0.8	-1.0	-4.4	-10.8	8.8	-3.3	28.6	-5.2
11	Cc1ccccc1OCCn1cc(C(=S)N2CCCC2)c2ccccc21	2.1	-0.2	0.5	-9.8	-3.8	-4.8	-2.7	.	-1.9
12	CCOc1ccc(CN(C)CC(=O)c2c(N)n(Cc3ccccc3)c(=O)n(CC)c2=O)cc1OC	-0.2	1.6	2.5	11.9	1.4	-19.9	-0.4	6.9	-3.6
13	O=C(O)CC(CC(=O)Nc1ccc(Oc2ccccc2)cc1)c1ccccc1 (stereo unspecified)	-7.5	-1.1	0.2	-38.1	10.6	12.0	-2.5	-14.7	-2.0

# (more compounds)
No.	smiles	GPR7 antag	V1aR counter	OXTR ag	DNA FID counter	GalR3 antag	HCV NS3 hel inh	VIM-2 inh	PHOSPHO1 block	IMP-1 inh
26	COc1ccc(-c2cn(-c3cccc(C)c3)c(=O)[nH]2)cc1OC	-6.3	1.2	-0.3	-4.8	.	1.8	0.2	-7.2	-4.2
27	COc1ccc(NC(=O)c2ccc(C(=O)Nc3ccc(OC)cc3OC)cc2)c(OC)c1	-19.1	0.9	-1.0	-4.9	-5.3	3.0	-2.1	1.7	-0.2
28	CCCCONc1ncnc2nonc12	-12.2	-1.0	-0.1	-2.0	-2.0	6.5	-3.5	-0.3	-4.1
29	CC(=O)NC(=S)Nc1cccc2c(C)cc(C)nc12	0.6	0.5	-0.5	0.9	-3.2	4.2	-1.1	-15.7	-2.3
30	O=C1c2cccc3cccc(c23)C(=O)N1CCN1CCN(C(=S)Nc2ccccc2)CC1	-7.3	1.2	-1.2	11.2	-2.8	-2.5	7.8*	16.7	-3.0
31	CN(C)c1cccc(NC(=O)c2cccc3ccccc23)c1	5.2	-0.5	-2.0	-11.9	-6.2	3.8	-3.3	10.9	-2.5
32	Cc1cc(O)c(C2(C(F)(F)F)NCCNC2=O)cc1C (stereo unspecified)	1.1	0.8	0.5	-1.1	-4.5	-4.0	-1.7	-3.2	-3.1
33	CC(=O)Oc1ccc(C23CC4CC(CC(C4)C2)C3)cc1C(=O)O	1.4	2.4	2.8	-26.1	.	40.3*	3.8	42.2	-4.1
34	CN(C(=O)C(C)(C)C)c1ccc(OCC(=O)N2CCc3ccccc3C2)cc1	-4.8	7.6	10.8	-44.0	-7.9	-3.0	-3.7	3.6	-2.0
35	CC1(C)Oc2ccc3ccc(=O)oc3c2C(/C=N/O)=C1Cl	-8.8	0.1	0.9	-5.3	-1.4	-1.0	-1.2	-96.6	-3.4
36	COc1ccc(NC(=O)CSc2n[nH]c(N)n2)c([N+](=O)[O-])c1	-15.9	0.5	0.3	0.1	-1.7	5.7	-0.8	-4.6	-2.1
37	O=c1cc(CO)oc(CN2CCN(c3ccccc3F)CC2)c1O	-7.5	0.3	-0.2	-7.0	-2.9	-7.0	-1.1	-2.3	-1.2
38	O=C(NCc1ccccn1)Nc1ccc(F)c(Cl)c1	-3.5	1.0	0.1	-0.5	-1.6	-3.4	-0.2	9.4	-1.4
39	CCC(=O)N1CCc2cc(S(=O)(=O)NCCC(=O)N3CC=C(c4ccccc4)CC3)ccc21	-3.0	9.9	11.9	-26.3	-3.2	-5.9	0.1	7.6	-1.8
40	Cc1ccc(S(=O)(=O)NC2CC(C)(C)NC(C)(C)C2)cc1C	20.2	1.3	0.8	19.1	-6.4	21.2	1.8	4.6	1.6
41	CCCCc1nnc(NC(=O)CN(C)S(=O)(=O)c2ccc(C)cc2)s1	-2.6	2.7	-1.2	-40.8	-4.7	-6.9	2.3	24.0	-4.3
42	CCCCNCc1cccn1-c1ccccc1	0.2	0.1	17.5	11.6	-2.6	2.1	1.1	19.9	-5.1
43	COc1ccc(CCNC(=O)CN(c2ccccc2OC)S(C)(=O)=O)cc1	-4.7	-0.2	0.9	-11.2	-3.2	3.2	-0.8	-7.9	-3.1
44	CCCCCC(=O)N1CC2(CC(c3cccc(NC(=O)COc4ccc(Cl)cc4)c3)=NO2)C[C@@H]1C(N)=O (stereo partly specified)	.	-0.2	-1.0	.	-2.5	.	.	26.5	.
45	CCOC(=O)C1(CC2CCCCO2)CCN(C(=O)Nc2ccc(C)c(C)c2)CC1 (stereo unspecified)	-7.1	-0.5	-2.4	-32.7	2.0	-2.5	1.4	49.8	-0.6
46	CCOc1ccccc1NC(=O)NCCN1CCCCC1	-3.4	1.5	0.2	0.4	-11.1	-3.7	-3.1	39.0	-2.9
47	COc1cccc(Cn2cccc(NC(=O)NC3CCCCC3)c2=O)c1	-4.4	0.5	-0.1	-11.5	-6.3	10.4	-4.5	24.7	-3.6
48	Cc1ccc(C(=O)Cc2nnc(C)s2)cc1	0.3	0.9	-0.3	-4.7	5.5	4.3	-2.3	-20.2	-2.3
49	C=CCc1cccc(/C=N/NC(=O)c2ccc3nc[nH]c3c2)c1O	5.5	1.0	0.7	9.9	5.3	-10.8	-8.3	41.2	-3.4
50	O=C(COc1nncc2ccccc12)Nc1ccc(F)c(F)c1	-7.2	0.9	-0.5	-2.7	-3.8	-2.5	-4.1	32.2	-2.9
51	CC1CN(C(=O)C2(C)CC2(Br)Br)CC(C)O1 (stereo unspecified)	6.3	-0.8	-0.3	-1.2	-9.7	3.9	0.2	0.3	-0.6
52	CCOC(=O)c1cc(-c2ccc(F)cc2)n(CC(=O)NC(C)CC)c1C (stereo unspecified)	-1.5	-1.9	-1.9	4.3	-10.0	3.3	-0.6	-0.6	-1.6
53	CC/C(=N\NC(=O)CCC(=O)NCc1ccccc1)c1ccc(O)cc1	-12.0	-0.4	-1.1	8.5	-4.7	-9.6	-3.9	-3.1	-2.3
